# Assay outcomes deposited in PubChem BioAssay by several laboratories.
# Neddyl block = inhibitors of human cullin neddylation; hit rate 0.58% among 360,000; P61081+Q13564; AID 651699; TR-FRET cullin neddylation, biochemical; calls only at 25 µM; in the data active means inhibition above about 36%
# MT1-MMP act inh = MT1-MMP (human) activation inhibition | P50281 | HT1080 RFP-PRO-GFP cells, GFP/RFP ratio fluorescence, overnight; percent of plate control window, DMSO zero | GFP/RFP ratio change, % at 20 µM | hit rate 0.061% among 360,000 | AID 651647;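 active means GFP/RFP ratio change of at least 30% with cell ATP level not reduced by more than half and red fluorescence within 50% of control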; further: strong numbers were not always called active
#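 Assay system: RFP-PRO-GFP reporter HT1080 cells; read-out basis: GFP/RFP fluorescence ratio; benchmarks: DMSO wells and RFP-L50D-GFP cells; doses: 20 µM single dose, 1% DMSO; schedule: overnight cell settling, then overnight compound exposure, 37 °C, 5% CO2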
# FAS TE block = blocks the thioesterase domain of human fatty acid synthase; recombinant FAS-TE, OMFH fluorogenic substrate, fluorescence endpoint; AID 602261; hit rate 0.67% among 360,000; inhibition, % at 15 µM;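 active means compounds whose normalised, plate-corrected inhibition of enzyme fluorescence in the single-dose primary screen is 50% or more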;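 further: 0% = DMSO with enzyme and 100% = substrate without enzyme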
# SKN-1 block = blocks SKN-1 activity in C. elegans. inhibition, % at 21.8 µM. hit rate 0.49% among 360,000. C. elegans VP596 Pgst-4::GFP/RFP ratio, acrylamide-induced, 24 h;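 active means interference check ratio from 0.5 to 1.5 plus GFP to RFP signal ratio inhibition reaching or exceeding a fixed threshold, cut at about 30% in these data, passing the limit was not always enough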; further: some compounds called inactive have numbers as strong as hits
# MsrA inh = inhibits bovine methionine sulfoxide reductase A. purified bovine MsrA, absorbance read-out. inhibition, % at 15.5 µM. AID 651718. hit rate 0.75% among 360,000; in the data active means inhibition above about 4.5%;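 further: 0% = vehicle wells with enzyme and 100% = reference inhibitor wells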
# eLon inh = inhibitors of E. coli Lon protease; purified E. coli Lon protease, fluorescence polarization; inhibition, % at 7.94 µM; hit rate 0.42% among 360,000; in the data active means inhibition above about 13%, passing the limit was not always enough;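 further: 0% = enzyme with probe and DMSO and 100% = no enzyme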
# Target sequence (P0A9M0 whole entry, looked up): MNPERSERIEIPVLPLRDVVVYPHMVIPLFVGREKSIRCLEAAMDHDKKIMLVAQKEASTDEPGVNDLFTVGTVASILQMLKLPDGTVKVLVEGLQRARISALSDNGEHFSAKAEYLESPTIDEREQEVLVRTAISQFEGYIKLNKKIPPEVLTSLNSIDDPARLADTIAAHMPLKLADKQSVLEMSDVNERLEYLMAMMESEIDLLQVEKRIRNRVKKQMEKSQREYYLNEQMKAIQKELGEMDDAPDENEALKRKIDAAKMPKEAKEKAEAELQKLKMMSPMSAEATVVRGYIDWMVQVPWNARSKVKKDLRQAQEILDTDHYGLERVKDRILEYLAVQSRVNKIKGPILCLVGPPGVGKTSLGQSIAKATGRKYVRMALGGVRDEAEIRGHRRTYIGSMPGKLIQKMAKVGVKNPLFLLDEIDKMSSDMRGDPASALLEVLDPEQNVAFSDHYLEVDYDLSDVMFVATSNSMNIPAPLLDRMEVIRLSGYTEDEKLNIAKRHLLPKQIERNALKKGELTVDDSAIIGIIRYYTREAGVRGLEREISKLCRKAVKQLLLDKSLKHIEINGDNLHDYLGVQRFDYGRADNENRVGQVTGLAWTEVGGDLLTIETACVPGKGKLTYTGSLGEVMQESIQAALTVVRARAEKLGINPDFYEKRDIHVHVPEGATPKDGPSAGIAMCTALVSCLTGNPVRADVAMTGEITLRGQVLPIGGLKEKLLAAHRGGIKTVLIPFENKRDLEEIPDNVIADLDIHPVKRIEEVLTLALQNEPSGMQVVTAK
# MsrA act = activates bovine MsrA enzyme. AID 602163. purified bovine MsrA, absorbance read-out. hit rate 0.3% among 360,000. activation, % at 10.6 µM; in the data active means activation above about 7.5%;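 further: 0% = vehicle and 100% = reference activator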
# CendR NRP1 mod = alters CendR peptide binding to human NRP-1; FAM-RPARPAR peptide binding to NRP-1, fluorescence polarization; hit rate 0.85% among 360,000; inhibition, % at 25 µM; O14786; AID 602438;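 active means inhibition or corrected inhibition above about 18%, plus a signal ratio from 0.5 to 1.5, limit read from the data, passing the limit was not always enough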; further: strong numbers were not always called active
# Rin1-Abl PPI inh = blocks binding of human Rin1 to Abl; P00519+Q13671; TR-FRET Rin1/Abl binding, biochemical; inhibition, % at 7.35 µM; hit rate 0.4% among 360,000; in the data active means inhibition above about 5%, passing the limit was not always enough
# Numbers without * were called inactive; i = inactive; · = no result given; + = active, no number.
SMILES,Neddyl block,MT1-MMP act inh,FAS TE block,SKN-1 block,MsrA inh,eLon inh,MsrA act,CendR NRP1 mod,Rin1-Abl PPI inh
Cc1cccc2sc(NNC(=O)c3ccc(S(=O)(=O)N4CC(C)CC(C)C4)cc3)nc12 (centres undefined),i,·,40.3,-4.3,0.7,-1.4,-12.0,-8.8,4.4
COc1ccc(-n2c(C)cc(/C=C3/SC(=S)N(C)C3=O)c2C)cc1,i,-56.1,1.8,-0.4,0.9,-11.7,1.7,-110.3,0.3
CC(=O)Nc1ccc(C(=O)OCC(=O)NC2CCCCCC2)cc1,i,0.6,-6.6,-1.1,1.4,-3.6,-1.2,-5.8,-2.4
CC1CCCC(NC(=O)CSC2CCCCC2)C1C (centres undefined),i,-1.0,15.4,-2.4,-1.2,-0.2,-0.4,-8.3,1.1
COc1cc(Cl)ccc1OC1(C)CCN(Cc2cccn2-c2nccs2)C1 (centres undefined),i,-4.8,-2.3,5.3,0.1,-2.8,-2.4,-3.4,-0.4
O=S(=O)(Nc1ccccn1)c1cnc(Cl)c(Br)c1,i,2.1,-9.6,0.8,-1.0,-1.8,-9.6,7.4,-1.7
CC(=O)c1c(C)[nH]c(C(=O)NCCN2CCC(C)CC2)c1C,i,4.7,-6.5,-3.2,-0.5,0.2,-3.9,-8.6,-1.4
CCCn1c(=O)c2ccccc2n2c(SCc3c(C(=O)OCC)oc4ccccc34)nnc12,i,-2.6,5.0,8.4,0.4,-2.5,-1.1,4.0,2.6
Cc1cc(N2CCOCC2)ccc1/C=C1\NC(=O)N(Cc2ccccc2F)C1=O,i,-4.0,3.4,1.7,0.4,-0.6,-5.6,-17.4,2.7
COc1ccccc1NC(=O)Cn1nc(C)n2cccc2c1=O,i,-1.7,-5.2,5.3,0.9,-1.5,-9.8,0.5,0.9
COc1cc(NC(=O)C2CCC(CNS(=O)(=O)c3csc(C(N)=O)c3)CC2)cc(OC)c1 (centres undefined),i,-10.8,0.5,11.7,-0.4,-6.5,-1.9,8.9,2.6
O=C(COc1ccccc1)Nc1nnc(-c2ccc(Cl)cc2)o1,i,-0.9,-4.1,7.1,0.7,11.9,-1.4,4.6,-1.4
CCc1nnc(NC(=O)C(C)C)s1,i,2.3,-15.5,26.2,-2.2,-0.8,-4.5,13.0,-0.2
Nc1cccc(Nc2ccccc2)c1,i,0.6,-4.6,-3.4,-0.4,-1.9,-3.8,-3.9,4.3
COc1ccc(-c2cc(C(=O)N3CCN(c4ncccn4)CC3)c3ccccc3n2)cc1OC,+,-5.0,0.0,19.9,2.9,4.5,-2.9,-5.2,-5.6
CN(C(=O)c1ccc(NC(=O)Cc2ccc(NC(=O)C3CCN(S(=O)(=O)c4cccc([N+](=O)[O-])c4)CC3)cc2)cc1)C1CCCC1,i,-1.6,13.6,17.7,1.2,-3.2,-5.3,-1.1,-0.4
C=CCN1C(=O)C2(C(C#N)=C(N)Oc3n[nH]c(CCC)c32)c2ccccc21 (centres undefined),i,-3.3,-11.8,-4.8,-0.2,-6.7,-6.5,-8.6,-2.2
CCCNC(=O)COC(=O)/C=C/c1ccc(C)o1,i,-1.6,-5.4,-6.8,5.8*,2.2,-1.9,-5.8,-3.8
COc1ccc(OC)c(NC(=O)c2ccc3c(=O)n(CCc4ccccc4)c(=S)[nH]c3c2)c1,i,-0.3,-5.8,4.8,-1.4,9.4,-3.2,-9.8,0.2
Cc1ccc2nc(-c3ccccc3NC(=O)CCC(=O)O)c(=O)[nH]c2c1,i,-4.0,-0.1,7.5,0.2,-0.5,-4.4,-6.7,1.4
CCOC(=O)c1cc2nc(OCC)nc(OCC)c2[nH]1,i,1.8,-5.6,9.6,1.1,5.1,8.7*,-8.1,2.4
O=C(NCCOc1ccc2ccccc2c1)c1cncc(Br)c1,i,-2.3,8.1,-13.9,0.2,-9.9,1.3,0.5,-6.4
NS(=O)(=O)c1cc(C(=O)NCCc2ccccn2)ccc1Cl,i,1.5,-12.7,-5.8,1.1,-3.0,-9.6,2.9,4.9
CCNC(=S)N/N=C/c1cn(Cc2ccccc2F)c2ccccc12,i,-3.4,11.2,8.0,2.2,-3.5,-3.8,2.3,-1.4
COc1cccc(CC(=O)OCC(=O)NNC(=O)c2ccc(Br)cc2)c1,i,0.7,-2.7,3.4,2.6,-5.3,0.2,-9.3,-0.8
COc1ccc(C(=O)Nc2ccc3[nH]ncc3c2)cc1,i,-2.2,-11.1,7.0,0.0,3.1,-1.7,13.8,-2.9
Cc1cc(C)nc(SCC(=O)Nc2ccc(S(=O)(=O)Nc3onc(C)c3C)cc2)n1,i,-2.8,-4.9,-9.1,1.8,1.6,-11.1,1.0,-2.4
CC1CCCCN1C(=O)Cn1c(=O)oc2ccccc21 (centres undefined),i,-0.1,-7.1,-0.9,-0.7,2.6,2.9,0.1,-2.4
Cc1ccc(CNC(=O)CCc2c(C)[nH]c(=O)c(C#N)c2C)cc1,i,-3.4,-3.0,5.9,1.8,-6.4,-2.9,7.3,4.1
Cc1ccc(CNC(=O)c2ccc(CN3CCOCC3)cc2)cc1,i,-0.6,-4.1,-7.0,0.4,-7.8,-0.5,8.0,7.9
CCCCN1C(=O)C(CC(=O)NC2CCCC2)CC(C(=O)N(C)C)=C1C (centres undefined),i,-0.1,-8.9,5.9,0.2,4.8,-0.9,-2.4,-0.4
COC(=O)[C@]1(Cc2ccccc2)N[C@H](CN(C)C(=O)c2ccccc2)[C@@H]2C(=O)N(C)C(=O)[C@@H]21,i,-1.9,-6.1,2.3,-0.2,-14.8,-4.0,-6.6,-1.9
COCCn1c(C)cc(/C=N/NC(=O)c2cccnc2)c1C,i,6.3,-3.8,-0.8,0.9,-12.3,-8.6,6.2,4.2
COCCCC1CCN(Cc2nc(-c3ccccc3)no2)CC1,i,2.5,2.2,7.4,-1.5,-3.9,-3.5,7.7,-1.8
Cc1cccc(NC(=O)c2cc(S(=O)(=O)N3CCc4ccccc43)cn2C)c1C,i,8.4,1.2,16.3,0.5,-6.5,-3.5,-2.4,-1.9
CC1(C)CC(N2CCCC2)=CC(=[N+]2CCCC2)C1,i,-9.4,-10.8,4.4,5.9*,-11.5,-9.9,-7.3,1.9

# Ordered by value in MT1-MMP act inh (high to low): four of the compounds above
Structure | MT1-MMP act inh
COCCCC1CCN(Cc2nc(-c3ccccc3)no2)CC1 | 2.5
COC(=O)[C@]1(Cc2ccccc2)N[C@H](CN(C)C(=O)c2ccccc2)[C@@H]2C(=O)N(C)C(=O)[C@@H]21 | -1.9
O=C(NCCOc1ccc2ccccc2c1)c1cncc(Br)c1 | -2.3
COc1ccc(-c2cc(C(=O)N3CCN(c4ncccn4)CC3)c3ccccc3n2)cc1OC | -5.0

# (further entries)
SMILES,Neddyl block,MT1-MMP act inh,FAS TE block,SKN-1 block,MsrA inh,eLon inh,MsrA act,CendR NRP1 mod,Rin1-Abl PPI inh
CCN(C(=O)COC(=O)c1ccc2c(c1)OCO2)c1c(N)n(Cc2ccccc2)c(=O)[nH]c1=O,i,2.2,-8.1,13.2,0.1,5.1,-2.8,6.3,3.0
O=C1c2ccccc2C(=O)N1OCc1ccccc1[N+](=O)[O-],i,-1.9,-2.8,1.8,0.4,-7.0,-3.4,-0.9,4.0
Cc1ccc(NC(=O)CN(C)S(=O)(=O)c2ccc(Cl)s2)c(O)c1,i,6.1,-0.3,-4.4,0.5,3.6,-9.7,1.4,-1.7
CC(=O)Nc1ccc(S(=O)(=O)N(C)c2ccc(OCC(=O)Nc3ccccc3C(C)=O)cc2)cc1,i,1.3,21.3,3.8,0.2,-2.8,-1.2,17.0,-1.0
O=C1CCCc2sccc2N1,i,-1.5,-4.3,-0.9,-0.2,-1.6,-2.3,-4.7,-1.2
COc1ccc(S(=O)(=O)N2CCN(C(=O)Cc3ccsc3)CC2)cc1,i,-2.2,-0.1,21.1,-0.2,-8.8,-1.4,-7.9,1.4
Clc1ccc(COc2cccc(CNCc3ccncc3)c2)cc1,i,-4.1,1.2,22.5,2.2,-6.3,0.2,5.0,-0.5
Cc1nc2nc(-c3ccc(Cl)cc3)cn2nc1C,i,3.4,-6.8,-10.5,-0.2,-18.2,-2.7,-19.4,3.5
Cc1cc(C)c2sc(NC(=O)c3ccc(N4C(=O)CCC4=O)cc3)nc2c1,i,6.8,2.2,-5.8,0.2,0.4,-4.2,-9.7,-3.4
CC1CCC/C(=N\NC(=O)COc2ccccc2Cl)C1 (centres undefined),i,-3.0,-9.4,6.2,-0.4,-9.0,-0.4,1.1,2.4
O=C(Nc1ccc(F)cc1F)c1cc(-c2ccco2)on1,i,1.1,-4.3,11.8,-0.7,-1.2,-2.9,-35.8,-0.8
COc1cc(NC(C)=O)c2ncccc2c1NC(C)=O,i,-1.4,-3.4,8.3,1.5,0.1,-3.2,-5.5,1.3

# Reformatted: results already given
compound	Neddyl block	MT1-MMP act inh	FAS TE block	SKN-1 block	MsrA inh	eLon inh	MsrA act	CendR NRP1 mod	Rin1-Abl PPI inh
Cc1cc(C)nc(SCC(=O)Nc2ccc(S(=O)(=O)Nc3onc(C)c3C)cc2)n1	i	-2.8	-4.9	-9.1	1.8	1.6	-11.1	1.0	-2.4
O=C1c2ccccc2C(=O)N1OCc1ccccc1[N+](=O)[O-]	i	-1.9	-2.8	1.8	0.4	-7.0	-3.4	-0.9	4.0

# Next section.
SMILES,Neddyl block,MT1-MMP act inh,FAS TE block,SKN-1 block,MsrA inh,eLon inh,MsrA act,CendR NRP1 mod,Rin1-Abl PPI inh
COc1ccc(N2C(=O)c3ccccc3NC23CCCC3)cc1,·,2.8,-1.1,-2.6,0.7,-5.1,-4.1,2.2,2.8
O=C(CN1CCN(c2ccccn2)CC1)N1CCc2ccccc21,i,1.8,-2.3,14.5,-0.4,-2.6,-0.1,-1.8,1.8
COc1ccccc1C(=O)N/C(=N/c1nc(C)cc(C)n1)Nc1ccccc1,i,-4.1,18.2,-1.2,-0.4,-0.6,-1.8,-11.6,-1.6
CN(C)CCCNC(=O)c1cc(Br)ccc1O,i,3.9,-4.3,-10.3,-0.3,-16.6,-8.2,-3.7,-0.3
O=C1C=C(c2ccc3c(c2)oc2ccccc23)C[C@@H](c2ccc3c(c2)OCO3)C1,i,2.9,32.7,12.5,0.2,-15.5,-2.1,3.0,-0.5
COc1cc2c(cc1OC)CN(CC(=O)Nc1ccc(F)cc1F)CC2,i,2.9,-2.6,13.1,-1.0,-2.3,-2.0,1.2,2.7
COc1ccccc1N1CCN(C(=O)c2cc(=O)c3c(C)cc(C)cc3o2)CC1,i,0.6,5.3,-6.7,-0.2,5.5,-10.7,8.1,-1.0
COc1ccc(-n2nnc3c(=O)n(CC(=O)Nc4ccc5c(c4)OCCO5)cnc32)cc1OC,i,-0.7,-27.4,16.8,1.8,-16.3,0.4,-7.6,4.1
COc1ccc(CN(CC(=O)NCc2ccc(F)cc2)C(=O)CCC(=O)Nc2cc(C)ccn2)cc1,i,-2.5,-3.0,-0.3,0.3,-1.0,-1.9,-2.5,-0.6
O=C1CCCC(O)=C1C=Nc1ccc2c(c1)oc1ccccc12,i,2.1,13.0,2.9,1.0,2.3,-2.5,18.8,2.1
CC(C)C[C@@H]1CN(CCCC[C@H]2CNC(=O)C(=O)N2CCC2CCCCC2)C(=O)C(=O)N1CCC1CCCCC1,i,-10.1,24.4,14.7,1.6,-1.4,-0.5,11.5,·
Cc1cccc2cc3ccccc3nc12,i,7.5,-3.3,28.1,0.4,-3.0,-1.4,-2.0,0.5
CSc1nc(S(=O)(=O)c2ccc(C)cc2)c(N2CCOCC2)s1,i,2.0,-2.9,21.3,-0.1,-7.5,-5.1,17.2,-3.1
CCOC(=O)Cn1c(S(=O)(=O)Cc2ccc(F)cc2)nc(-c2ccccc2)c1-c1ccccc1,i,-5.5,27.8,-22.1,0.0,-2.8,-7.7,-6.2,1.3
COCCNC(=O)C1(C)CCN(C(=O)c2cc(C)n(C(C)(C)C)n2)C1 (centres undefined),i,6.4,-5.7,1.2,0.2,5.9,-1.9,7.5,-1.6
COCCCNCCOCCOc1ccc(Cl)cc1Br,i,-0.5,-6.6,-4.9,-1.1,-1.6,-0.7,4.8,1.0
